# STAT1 act: increases IFN-gamma driven STAT1 reporter signal; activation (% of control), % at 5.5 µM; hit rate 2.6% among 200,000; NIH 3T3 STAT1-luciferase reporter, luminescence; 100% = IFN-gamma alone, no compound;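 active = activation above the screen-wide mean activation plus 3 SD, cut at about 130% in these data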;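 note: raw ratio to IFN-gamma control signal so 100% means no change and 0% no light; values of inactives mirror those of a sister screen read the other way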
# APP 5'UTR act: activates APP 5'UTR luciferase reporter; activation, % at 2 µM; hit rate 1% among 190,000; AID 1276; SH-SY5Y APP 5'UTR luciferase reporter, luminescence; zero percent = DMSO vehicle wells;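 active = activation above a set limit, based on mean plus 3 SD of controls, cut at about 140% in these data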; note: values of inactives mirror those of a sister screen read the other way
# G6PDH counter: counter-screen for G6PDH assay hits: L. mesenteroides G6PDH inhibition; inhibition, % at 5 µM; Purified L. mesenteroides G6PDH, diaphorase/resazurin coupled fluorescence, 45 min; hit rate 0.12% among 200,000; AID 1020; in the data active = inhibition above about 50%
# NF-kB neuron act: NF-kB expression increase, human neuronal cells. NF-kB reporter expression; active compounds read high. fold change at 12.5 µM. hit rate 1.6% among 190,000. AID 1239; in the data active = fold change above about 3.3
# FLuc inh counter: counter-screen for luciferase assay inhibitors: firefly luciferase inhibition | P08659 | ATPLite firefly luciferase biochemical luminescence, 10 min | inhibition, % at 10 µM | hit rate 1.5% among 200,000;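 active = inhibition above about 50% when tested at 10 µM, limit read from the data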
# APP 5UTR inh: APP translation inhibition; hit rate 0.82% among 190,000; SH-SY5Y APP 5'UTR-luciferase reporter, luminescence; AID 1285; inhibition, % at 2 µM;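 active = inhibition above a set limit, derived from the sample mean plus 3 SD, cut at about 45% in these data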; note: values of inactives mirror those of a sister screen read the other way
# TLR4 MyD88 comp: inhibitors of human TLR4-MyD88 binding. O00206+Q99836. HeLa CL3-4 TLR4/MyD88 BLA complementation, FRET ratio. hit rate 0.18% among 200,000. AID 861. inhibition, % at 8.4 µM; in the data active = inhibition above about 25%;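 note: 0% = vehicle and 100% = reference inhibitor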
# Target sequence (O00206 whole entry, looked up): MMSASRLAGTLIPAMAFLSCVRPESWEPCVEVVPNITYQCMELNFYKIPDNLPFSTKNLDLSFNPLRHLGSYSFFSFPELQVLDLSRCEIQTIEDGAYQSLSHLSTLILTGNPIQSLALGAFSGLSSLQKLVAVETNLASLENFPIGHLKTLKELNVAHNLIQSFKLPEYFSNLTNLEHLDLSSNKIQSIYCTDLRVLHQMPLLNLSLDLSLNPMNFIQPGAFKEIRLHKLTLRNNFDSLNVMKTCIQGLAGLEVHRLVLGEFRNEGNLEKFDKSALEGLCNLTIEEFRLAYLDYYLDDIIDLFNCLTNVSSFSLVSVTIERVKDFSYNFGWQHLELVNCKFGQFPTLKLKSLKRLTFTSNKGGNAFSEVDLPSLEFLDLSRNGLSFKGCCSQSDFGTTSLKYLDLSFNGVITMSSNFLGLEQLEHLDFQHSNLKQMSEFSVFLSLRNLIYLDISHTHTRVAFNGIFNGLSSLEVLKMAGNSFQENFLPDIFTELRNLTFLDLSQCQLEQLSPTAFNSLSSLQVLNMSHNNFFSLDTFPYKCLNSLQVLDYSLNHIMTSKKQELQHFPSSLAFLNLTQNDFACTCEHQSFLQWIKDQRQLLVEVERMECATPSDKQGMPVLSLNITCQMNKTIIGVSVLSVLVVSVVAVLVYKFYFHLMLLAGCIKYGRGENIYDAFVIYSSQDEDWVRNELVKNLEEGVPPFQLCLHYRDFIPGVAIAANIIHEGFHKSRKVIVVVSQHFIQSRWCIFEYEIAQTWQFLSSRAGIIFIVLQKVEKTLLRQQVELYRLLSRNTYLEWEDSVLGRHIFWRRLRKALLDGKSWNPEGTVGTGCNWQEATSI
# Target sequence (Q99836 whole entry, looked up): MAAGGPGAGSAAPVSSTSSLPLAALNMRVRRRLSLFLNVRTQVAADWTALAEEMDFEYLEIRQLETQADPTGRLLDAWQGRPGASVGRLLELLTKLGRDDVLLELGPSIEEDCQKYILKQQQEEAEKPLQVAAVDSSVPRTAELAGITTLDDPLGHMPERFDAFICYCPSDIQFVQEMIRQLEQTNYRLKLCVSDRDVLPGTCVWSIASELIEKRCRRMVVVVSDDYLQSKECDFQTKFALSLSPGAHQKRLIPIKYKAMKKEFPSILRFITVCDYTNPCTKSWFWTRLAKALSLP
# FLuc act counter: firefly luciferase counter-screen for stimulation assays; activation factor at 10 µM; P08659; 200,000 tested, under 10 active; ATPlite luciferase biochemical, luminescence, 10 min; 0 = ATP-free wells, 1 = DMSO control; AID 1027;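 active = luciferase activation factor, scaled between plate controls, of at least 2 with compound at 10 µM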
#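 Assay system – cell-free luciferase reagent · Medium – PBS-based ATP solution · Dosing – test compounds dosed from 2 mM stocks in 100% DMSO · Timing – 10 min, room temperature · Technique – light output (luminescence) · Measure – luminescence gain marking luciferase activators · Controls – No-ATP low control, compound-free enzyme-plus-ATP high control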
# Diaphorase inh: counter-screen for diaphorase-based assays: diaphorase inhibitors and chemical oxidizers; diaphorase resazurin-to-resorufin fluorescence, NADH, 16 min; bacterial (C. kluyveri) enzyme, not human; inhibition, % at 20 µM; hit rate 0.69% among 190,000;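 active = primary screen inhibition at 20 µM above a set limit, cut at about 50% in these data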;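 note: plate controls were DMSO with full reaction for no effect and wells lacking NADH for full effect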
#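 Assay system – diaphorase enzyme from Clostridium kluyveri · Amount – diaphorase 0.14 U/mL (working solution) · Times – reaction incubation of 16 min at room temperature · Controls – No-NADH positive control and DMSO neutral control · Signal – resorufin fluorescence 544/590 nm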
# Diaph act CS: counter-screen for diaphorase-based assays: diaphorase activators and chemical reducers | Diaphorase/resazurin coupled assay, resorufin fluorescence, 16 min; active compounds read high; 1 = vehicle wells, 0 = NADH-free wells | activation factor at 20 µM | hit rate 0.005% among 190,000 | AID 1229;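 active = diaphorase activity raised at least twofold by the compound at 20 µM; inactive = activation factor below 2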
#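 Assay system: bacterial diaphorase enzyme (C. kluyveri) / Input: enzyme 0.07 U/mL final / Medium: 50 mM HEPES pH 7.4 with 4.542 mM MgCl2, 0.005% Tween 20 / Doses: single compound dose of 20 µM, 1% DMSO final / Incubation: 16 min enzyme reaction, ambient temperature / Signal: fluorescence, excitation 544 nm and emission 590 nm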
# Numbers without * were called inactive; . = no result given.
compound	STAT1 act	G6PDH counter	FLuc act counter	Diaph act CS	TLR4 MyD88 comp	NF-kB neuron act	Diaphorase inh	APP 5'UTR act	APP 5UTR inh	FLuc inh counter
O=C(NCc1ccccn1)c1c(O)c2c([nH]c1=O)CCCC2	103	15	1	0.8	-3	1.1	22	10	-10	1
CCCn1c(N)c(NCCN2CCOCC2)c(=O)[nH]c1=O	108	-1	1	0.9	16	1.2	8	1	-1	-1
COc1ccc(C)cc1S(=O)(=O)N1CCC(C(=O)N2CCOCC2)CC1	99	-6	1	0.9	-1	1.1	6	11	-11	-4
CC(=O)OCC(OC(C)=O)C(OC(C)=O)C(OC(C)=O)C(=O)Nc1ccc(C)cc1C (centres undefined)	103	2	1.1	0.9	5	1.2	7	5	-5	-6
O=C(Nc1nnc(-c2ccccn2)o1)c1cccc(Br)c1	108	-10	1	0.9	-5	0.9	12	11	-11	-1
CCOC(=O)c1cc(C(=O)c2cc(Br)ccc2O)coc1=N	98	5	1	0.8	-14	1.1	16	11	-11	-3
CCOc1ccc(NC(=O)C(c2ccccn2)N(C(=O)CCl)c2ccc(OC)cc2)cc1 (centres undefined)	116	20	1	0.4	1	1.7	56*	37	-37	4
FC(F)(F)c1cccc(NC(=S)NC2CCCC2)c1	100	-8	1	0.9	-6	0.97	14	-5	5	-2

# The list goes on; it opens with the three that closed the last part.
compound	STAT1 act	G6PDH counter	FLuc act counter	Diaph act CS	TLR4 MyD88 comp	NF-kB neuron act	Diaphorase inh	APP 5'UTR act	APP 5UTR inh	FLuc inh counter
CCOC(=O)c1cc(C(=O)c2cc(Br)ccc2O)coc1=N	98	5	1	0.8	-14	1.1	16	11	-11	-3
CCOc1ccc(NC(=O)C(c2ccccn2)N(C(=O)CCl)c2ccc(OC)cc2)cc1 (centres undefined)	116	20	1	0.4	1	1.7	56*	37	-37	4
FC(F)(F)c1cccc(NC(=S)NC2CCCC2)c1	100	-8	1	0.9	-6	0.97	14	-5	5	-2
O=C(Nc1scc(-c2ccccc2)c1C(=O)O)c1ccco1	107	28	0.7	0.8	12	1.3	17	8	-8	26
COc1cc(/C=N/NC(=O)/C(=C\c2ccc3c(c2)OCO3)NC(=O)c2ccccc2)ccc1O	97	-5	0.9	1	2	0.93	2	16	-16	8
CC(=O)Nc1cc(-c2nn(CC(=O)N3CCCCC3)c(=O)c3ccccc23)ccc1N1CCOCC1	103	-3	1	1	6	0.86	1	0	0	-4
O=C(Cc1ccccc1)NC1c2ccccc2-c2ccccc21	100	-1	1	1	-4	1.2	-5	-1	1	-2
CCN(CC(=O)Nc1ccc2c(c1)OCCO2)C(=O)/C=C/c1ccccc1	109	4	1	1.1	-12	1.6	-5	-9	9	0
CC(C)(C)c1cc(C(=O)NCC(=O)OCC(=O)c2cccc([N+](=O)[O-])c2)cc(C(C)(C)C)c1	104	-3	1.1	0.8	0	1.2	24	4	-4	-5
C=CCOCCN1C(=O)C2C3C=CC(C2C1=O)C1C2C(=O)N(CCOCC=C)C(=O)C2C31 (centres undefined)	105	4	1	1	-10	.	5	-5	5	-4
O=C(O)C(Cc1ccccc1)n1cccc1 (centres undefined)	102	4	1.1	0.8	-4	1	18	4	-4	-13
Cc1ccc2c(c1)nnn2C1CCN(C(=O)C2CCCCC2)CC1	100	10	1	0.9	-7	0.87	8	-2	2	-4
Cc1ccccc1NC(=S)NCCc1c[nH]c2ccccc12	85	11	1.1	0.8	-2	0.86	15	3	-3	-6
CCOc1ccccc1N1CCN(C(=O)/C=C/c2cccc([N+](=O)[O-])c2)CC1	95	4	1.1	0.8	2	1.3	23	28	-28	-14
O=C(NC1CCCC1)c1ccc(CSc2nc3ccncc3n2Cc2ccc(F)cc2)cc1	96	19	1	0.8	2	0.81	20	15	-15	-3
CC1(C)CC(C(CC(=O)O)c2ccccc2)CCO1 (centres undefined)	88	9	1	1	15	1.2	3	7	-7	-1
O=C(c1ccc(COc2ccccc2Br)o1)N1N=C(C(F)F)CC1(O)C(F)F (centres undefined)	93	-2	1	0.8	2	1.1	23	-2	2	-4
CCOc1ccc(NC(=O)CSc2nc3[nH]ncc3c(=O)n2-c2ccccc2OC)cc1	98	-5	1	0.8	11	0.92	19	-1	1	-2
CCS(=O)(=O)N1CCN(c2c(Cl)cccc2[N+](=O)[O-])CC1	96	2	1.1	0.9	-5	1.6	6	0	0	-5
O=C(c1cccc(COCC(F)(F)C(F)F)c1)N1CCN(c2ccccc2)CC1	98	7	1	0.9	10	0.73	10	-1	1	1
O=C(OCc1cc2ccccc2[nH]c1=O)c1ccncc1	97	3	1	0.9	5	0.97	6	14	-14	-3
CCOC(=O)Cn1nc(C)n(-c2cccc(Cl)c2)c1=O	104	8	1.1	0.9	0	1	5	12	-12	-7
COc1cc(OC)c(/C=N/NC(N)=S)cc1Br	111	-3	1.1	0.7	-5	0.99	30	6	-6	-6
C=CCc1cc(Cl)ccc1OCCN1CC(C)OC(C)C1 (centres undefined)	89	-1	1	0.9	10	1.3	12	2	-2	-4
Oc1ccc(Cl)cc1C1=Nc2ccccc2N=C(c2ccco2)C1	95	9	1.1	1	14	1.2	2	8	-8	-9
CC1CN(C(=O)Cn2cnc3c2c(=O)n(C)c(=O)n3C)CC(C)O1 (centres undefined)	99	0	1	0.9	3	1.1	9	-9	9	1
O=C(COC(=O)/C=C/c1cccs1)NC(=O)Cc1ccccc1	105	11	1	0.9	8	1.2	12	3	-3	-2
Cc1ccc(Nc2nnc(-c3ccc(N4CCOCC4)c([N+](=O)[O-])c3)c3ccccc23)cc1	110	0	1	0.8	3	0.54	17	-5	4	-4
O=C(Nc1ncccc1O)c1cccc(S(=O)(=O)N2CCc3ccccc32)c1	105	14	1	0.7	-17	1.1	30	-2	2	-2
c1ccc2c(c1)CCN(c1nc3cc4c(cc3s1)OCCO4)C2	66	-6	0.1	1	-9	1.1	4	148*	-148	89*
CCCCCC(=O)Nc1cccc2ccccc12	94	5	1.1	0.8	-7	1.5	20	11	-11	-6
CNCCCCOc1ccccc1Cc1ccccc1	.	2	1.1	0.9	.	.	14	.	.	-5
COC(=O)c1cc(NC(=O)CC2SC(=Nc3ccccc3)N(CCc3c[nH]c4ccccc34)C2=O)cc(C(=O)OC)c1 (centres undefined)	103	2	1.1	0.7	2	0.91	28	17	-17	-6
Cc1ccc(NC(=S)N=Nc2c(O)[nH]c3ccccc23)cc1	122	-6	1	1	-3	1.4	-3	-28	28	-4
O=C(Oc1cccc(NC(=O)c2ccco2)c1)c1cccc(S(=O)(=O)N2CCCCC2)c1	105	2	1	0.9	-3	1.6	9	-6	6	3
Cn1nnnc1SCC1=C(C(=O)O)N2C(=O)C(NC(=O)C3CC3c3ccccc3)C2SC1 (centres undefined)	95	10	1	1	12	1.5	0	1	-1	-2
Nc1ccc(O)c2c(=O)cc(-c3ccccc3Cl)oc12	125	11	0.9	0.8	-11	3.1	18	125	-125	8
CN(CC(=O)Nc1ccc(N2CCOCC2)cc1)CC(=O)Nc1ccc([N+](=O)[O-])cc1Br	93	-5	1	0.9	-5	1	14	-15	15	2
COc1ccc(Oc2ncnc3sccc23)cc1	117	-2	1	0.9	-2	2.1	8	34	-34	3
CCOC(=O)c1c(-c2cccs2)csc1NC(=O)c1ccco1	100	0	1	1	4	1.1	0	26	-26	-4
COc1cc(C)ccc1OCCOCCOc1c(C)cc(C)cc1Br	105	7	1.1	0.8	-2	0.84	16	-9	9	-13
CCOc1ccc(NC(=O)N2CCC(C(N)=O)(N3CCCCC3)CC2)cc1	106	2	1.1	0.9	9	1	14	17	-17	-6
CCCC1=Nc2cc(C(=O)NCCCOC(C)C)ccc2Sc2ccccc21	91	4	1.1	0.8	10	1.1	19	-2	2	-7
COc1ccccc1N1CCN(C(=O)CN(C2CCCCC2)S(C)(=O)=O)CC1	90	6	1.1	1	-16	1.2	2	8	-8	-7
COc1ccc(OC)c(C2NC(=O)c3sc(=S)n(-c4ccccc4)c3N2)c1 (centres undefined)	100	16	1	0.9	3	0.95	10	-1	1	0
Cc1nn(-c2ccccc2)c(C)c1/C=N/O	105	-14	1	1	6	1.1	5	-9	9	-4
Cc1c(NC(=O)C2Cc3ccccc3CN2C(=O)c2ccco2)c(=O)n(-c2ccccc2)n1C (centres undefined)	95	-6	1.1	0.8	9	1.1	20	1	-1	-9
CCN(CCNC(=O)c1ccc2nc(-c3ccccc3NC(C)=O)c(=O)[nH]c2c1)c1ccccc1	99	-4	1.1	0.6	-5	1	37	3	-3	-6
Cc1cc(C)nc(SCC(=O)Nc2ccc(S(=O)(=O)N3CCCCC3)cc2)n1	89	3	1	0.8	3	0.77	15	7	-7	-4
NS(=O)(=O)c1ccc(NC(=S)Nc2ccn(Cc3cccc4ccccc34)n2)cc1	91	-4	1	0.9	-1	0.7	10	-10	10	-4
O=C(NCCC1=CCCCC1)C1CCCN(S(=O)(=O)c2cccc3cccnc23)C1 (centres undefined)	97	-1	1	0.9	-11	0.69	13	6	-6	-5
CCc1ccc(-c2ccc(C(=O)O)cc2)nc1	117	2	0.9	0.9	4	1.7	6	47	-48	8
COC(=O)CCCCNC(=O)Nc1ccccc1	97	5	1.1	1	-9	0.94	2	-26	26	-6
CC(=O)Nc1ccc(/C(C)=N/Nc2nc(Nc3ccccc3)nc(N3CCOCC3)n2)cc1	104	17	0.9	0.9	-4	0.42	13	-10	10	8
CC(C)N(Cc1nccn1C)C(=O)c1ccc(OC2CCN(C(=O)C3CC3)CC2)cc1	99	14	1.1	0.8	-7	1.5	23	6	-6	-7
Nc1nonc1-c1noc(-c2ccccc2)n1	113	1	0.9	0.9	-13	2.3	15	36	-36	11
CCNc1nc(C)cc(COC)c1C#N	100	5	1	0.8	-21	1.2	16	-3	3	-2
O=C(Nc1cccc(C(F)(F)F)c1)c1n[nH]c(Cn2cncn2)n1	93	2	1.1	0.9	-9	1	9	5	-5	-7
CCc1ccc(NC(=O)CSc2nc(O)cc(=O)n2C2CCCC2)cc1	101	11	1	1	0	0.97	-1	-11	11	-4
O=C(NCc1cccs1)c1ccncc1	101	-4	1	1	-2	0.99	-1	-4	4	-3
Cc1cccc(OC(=O)c2cncc(Br)c2)c1	102	-2	1	0.9	-6	1.4	6	22	-22	1
CC(C)c1ccc(S(=O)(=O)c2nnn3c2nc(N2CCCCC2)c2ccccc23)cc1	106	-26	1	0.8	-3	1.1	21	7	-7	0

# Bioassay records deposited in PubChem BioAssay by several laboratories.
